Coupling enz – counter-screen for Giardia aldolase inhibitors: coupling enzyme system; activity change, negative = inhibition, % at 58.2 µM, hits read low; actives 0.67% (n = 290,000); coupling enzyme system counterscreen, AmpLite Red fluorescence; in the data active = activity change below about -30%; note: % is set by controls: 0 for no effect and ±100 for the full control effect
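First, compound is pin-transferred into glyceraldehyde-3-phosphate coupling-enzyme reagent at 57.5 uM final and held 10 min at RT. Next, substrate, coupling system and AmpLite Red are added. After 20 min RT, fluorescence (525/598 nm) is read.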
TSG101-PTAP inh – blocks PTAP/TSG101 interaction to inhibit HIV-1 budding; AID 493005; Q99816; Potency, µM (doses to about 115 µM), for inactives: at the highest dose activity change, negative = inhibition, actives largely listed as inhibitors; Fluorescence polarization, FITC-PTAP peptide / Tsg101 binding; 340,000 tested, under 10 active; active = well fitted inhibition curve with a large enough effect in the main read-out, with a control signal flat, not every such curve was filed as active; inconclusive = small, poorly fitted or top-dose-only effect, or effect the other way, or a change in a side signal; inactive = no such curve, though single readings can be large or run the other way; note: potency is the fitted concentration of half-maximal effect; % of control where 0% means no effect
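Fluorescence polarization binding of Tsg101 binding domain (10 uM final) to FITC-labeled PTAP peptide (50 nM final) in HEPES pH 7.5 buffer with NaCl, Tween 20, EDTA, TCEP. Compounds added before peptide; binding 20 min at RT.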
Tb PFK inh – inhibitors of T. brucei phosphofructokinase; O15648; T. brucei PFK, ADP-Glo luminescence; Potency, µM (series often up to 57.5 µM), for the others: at the highest dose activity, negative = inhibition, hits mostly inhibitors; actives 0.17% (n = 330,000);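 note: potency is the fitted concentration of half-maximal effect; 0% = uninhibited 1x PFK enzyme wells and -100% = no-enzyme wells; nearly all actives have a fitted effect of over 60% in size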
Target sequence (O15648 whole entry, looked up): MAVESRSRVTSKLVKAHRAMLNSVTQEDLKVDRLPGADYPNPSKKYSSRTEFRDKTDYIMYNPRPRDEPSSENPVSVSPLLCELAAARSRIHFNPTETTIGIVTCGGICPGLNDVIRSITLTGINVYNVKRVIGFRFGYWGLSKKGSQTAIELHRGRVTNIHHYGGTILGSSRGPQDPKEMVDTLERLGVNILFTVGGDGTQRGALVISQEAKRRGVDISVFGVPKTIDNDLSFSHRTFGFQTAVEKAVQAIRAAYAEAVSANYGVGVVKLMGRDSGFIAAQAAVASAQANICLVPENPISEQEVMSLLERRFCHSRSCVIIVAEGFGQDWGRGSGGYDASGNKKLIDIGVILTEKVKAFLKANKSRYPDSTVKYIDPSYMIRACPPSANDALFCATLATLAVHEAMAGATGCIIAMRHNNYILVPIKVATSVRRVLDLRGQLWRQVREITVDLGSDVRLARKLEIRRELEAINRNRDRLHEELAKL
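Compounds were pin-transferred as a titration series up to 57 uM into substrate buffer (0.5 mM F6P, 0.1 mM ATP, pH 8.0), then 1.25 nM PFK was added and reactions ran 45 min before ADP-Glo detection.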
PKM2 act – PKM2 (human) enzyme activation. P14618. purified PKM2, Kinase-Glo ATP luminescence, activation; response scale: 0% is enzyme alone, no compound. Potency, µM (titrated, usually from 57.5 µM), without a hit: at the top dose activation, most hits filed as activators. actives 0.34% (n = 260,000). AID 1631; note: potency is the fitted concentration of half-maximal effect; % is set by controls: 0 for no effect and ±100 for the full control effect; nearly all actives have a fitted effect of over 55% in size
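Kinase-Glo luminescence reports ATP generated from ADP (0.1 mM) and PEP (0.5 mM) by purified hPK-M2 after 1 h at room temperature, pH 7.2 imidazole buffer; intermediate enzyme activity allows detecting inhibitors and activators.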
GALK inhibitor – inhibitors of human galactokinase | Purified GALK, Kinase-Glo residual ATP luminescence | Potency, µM (highest dose often 57.5 µM), without a hit: at the top dose activity change, negative = inhibition, usual class: inhibitors | actives 0.007% (n = 270,000); note: potency is the fitted concentration of half-maximal effect; % is set by controls: 0 for no effect and ±100 for the full control effect
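ATP-depletion format; final 35 uM ATP, 100 uM D-galactose, 5 nM enzyme; pH 8.0 HEPES/Mg2+ buffer; 60 min RT; luminescence read 10 min after detection reagent.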
BCR signal inh – blocks chronic active B-cell receptor signaling; ABC-DLBCL IkBa-CBG/CBR reporter, luminescence ratio, 4 h; Potency, µM (top dose mostly 46.1 µM), without a hit: at the highest dose ratio change, negative = lower green/red ratio, actives largely listed as inhibitors; actives 0.05% (n = 340,000); AID 493014; active = well fitted inhibition curve with a large enough effect in the signal ratio, with a control signal flat, not every such curve was filed as active; inconclusive = small, poorly fitted or top-dose-only effect, or effect the other way, or a change in a side signal; the % refers to the signal ratio;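 note: potency is the fitted concentration of half-maximal effect; plate controls were basal doxycycline-induced cells for no effect and cells given 10 µM MG132 for full effect; MG132 reads +100%, hits lower the ratio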
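Concentration-response series (up to 46 uM) were applied to TMD8 dual-reporter cells for 4 h at 37C with doxycycline. Green/red ratio, after filter-overlap correction, defined %Activity; red signal alone was normalised to basal cells and zero luminescence.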
S-ASM inh – human S-ASM enzyme inhibition | P17405 | placental ASM, HMU-PC fluorogenic substrate, 60 min | Potency, µM (highest dose often 57.5 µM), for the others: at the highest dose activity change, negative = inhibition, hits mostly inhibitors | actives 0.006% (n = 340,000); note: potency is the fitted concentration of half-maximal effect
Target sequence (P17405 47-631 limits assumed): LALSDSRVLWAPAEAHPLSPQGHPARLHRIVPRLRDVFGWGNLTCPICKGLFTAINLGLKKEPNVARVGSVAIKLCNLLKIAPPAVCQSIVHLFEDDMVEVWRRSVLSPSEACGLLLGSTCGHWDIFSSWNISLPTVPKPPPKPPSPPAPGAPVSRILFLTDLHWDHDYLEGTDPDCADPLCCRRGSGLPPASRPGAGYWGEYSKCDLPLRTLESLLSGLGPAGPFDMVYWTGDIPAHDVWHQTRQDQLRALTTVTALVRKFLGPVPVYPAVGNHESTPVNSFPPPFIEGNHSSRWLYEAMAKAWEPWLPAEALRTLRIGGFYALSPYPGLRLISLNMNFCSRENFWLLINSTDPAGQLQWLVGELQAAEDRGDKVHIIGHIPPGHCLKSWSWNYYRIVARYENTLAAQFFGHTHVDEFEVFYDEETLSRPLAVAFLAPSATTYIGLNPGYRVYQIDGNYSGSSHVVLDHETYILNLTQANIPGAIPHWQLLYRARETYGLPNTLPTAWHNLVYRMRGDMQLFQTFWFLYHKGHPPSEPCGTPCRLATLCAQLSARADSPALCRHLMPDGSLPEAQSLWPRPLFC
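Fluorogenic HMU-PC substrate (9 uM final) is turned over by placental ASM in 60 min at 37 C after a 10 min compound preincubation. Reaction ended by alkaline stop (pH 10), with fluorescence read at 386/447 nm.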
Menin-MLL TR inh – menin-MLL binding inhibition, Texas Red mutant peptide | Menin + Texas Red MLL mutant peptide, fluorescence polarization | Potency, µM (series often up to 61.6 µM), without a hit: at the highest dose FP activity change, negative = inhibition, hits mostly inhibitors | actives 0.23% (n = 270,000); active = well fitted inhibition curve with a large enough effect in the polarisation, with a control signal flat, not every such curve was filed as active; inconclusive = small, poorly fitted or top-dose-only effect, or effect the other way, or a change in a side signal; inactive = no such curve, though single readings can be large or run the other way; the % refers to the polarisation; note: potency is the fitted concentration of half-maximal effect; % of control where 0% means no effect; many of its hits are not listed in these tables
Giardia killer – Giardia lamblia killing; Giardia lamblia trophozoite viability; activity change, % at 7.66 µM, hits read low; actives 0.15% (n = 340,000); AID 540267; in the data active = activity change below about -80%; inconclusive = between about -30% and that limit;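 note: parasites exposed to compound for two days anaerobically before the ATP read; % is set by controls: 0 for no effect and ±100 for the full control effect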
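Luminescent ATP signal served as the viability read-out, measured 15-30 min after adding ATP detection reagent to trophozoites that had been incubated with compounds for 48 hrs at 37 deg C anaerobically at 100 cells/well.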
Integrin act MD – integrin-mediated muscular dystrophy alleviation activation | actives 0.064% (n = 350,000) | alpha7betagal myoblasts, beta-gal FDG fluorescence, 48 h | Potency, µM (titrated, usually from 38.3 µM), for inactives: top-dose activation, actives largely listed as activators | AID 624291;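 note: potency is the fitted concentration of half-maximal effect; 100% = response of the positive control SU9516; nearly all actives have a fitted effect of over 60% in size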
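Alpha7betagal+/- myoblasts (passage 13) were plated 16-24 hr, then exposed to compounds (1:260 dilution of DMSO stock) for 48 hours at 37C. After MPER lysis, β-galactosidase reporter activity was read as FDG fluorescence (ex 480/em 540) after 30 minutes.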
B2AR arrestin – beta2AR (human) beta-arrestin recruitment activity; beta-arrestin recruitment to beta2AR, cell-based reporter; Potency, µM (titrated, usually from 46.1 µM), for the others: at the highest dose activation, most hits filed as activators; AID 492947; P07550; actives 0.02% (n = 330,000);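 note: potency is the fitted concentration of half-maximal effect; 0% = DMSO controls and full agonism = EC100 isoproterenol or metaproterenol; nearly all actives have a fitted effect of over 65% in size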
The depositor's hits bear a star; ? = inconclusive; / = no result given; & = joins results of further samples; [ ] = another dose, or the depositor's remark. Unless noted, calls come from the whole dose curve; as a rule, active = well fitted curve in the direction sought with a large enough effect; inconclusive = small, poorly fitted or top-dose-only effect, or another doubt; inactive = no such curve, though single readings can be large; an effect the other way counts as inactive or inconclusive. These rows are one share of the data, so the mix of outcomes need not match the whole.

no. | structure | Coupling enz | TSG101-PTAP inh | Tb PFK inh | PKM2 act | GALK inhibitor | BCR signal inh | S-ASM inh | Menin-MLL TR inh | Giardia killer | Integrin act MD | B2AR arrestin
1 | Cc1cc2ncn(CC(O)COc3cccc(C(=O)O)c3)c2cc1C (stereo unspecified) | 0 | -1% | 8% | -7% | 0% | ? | 3% | 7% | -8 | 11% | -0.6%
2 | CCc1ccc(-n2c(CSc3nnnn3-c3ccccc3)nc3ccccc3c2=O)cc1 | 0 | -5% | 1% | 3% | -2% | 10% | -2% | -20% | -13 | 4% | 0.2%
3 | CC(NCC(=O)Nc1ccccc1C(=O)NC1CC1)c1ccc(S(N)(=O)=O)cc1 (stereo unspecified) | / | -9% | -8% | / | / | 2% | -5% | / | 5 | -14% | 0.1%
4 | COc1ccccc1NS(=O)(=O)c1cccc2cccnc12 | -10 | -1% | 0% | 8% | 0% | 4% | 0% | -22% | -6 | -20% | -0.2%
5 | CC12CCC(C(=O)NCc3cccnc3)(OC1=O)C2(C)C (stereo unspecified) | -3 | -2% | -4% | -6% | 0% | 2% | 1% | 32%[activator] | -16 | 3% | -0.2%
6 | FC(F)(F)c1cnc(Sc2ncn[nH]2)c(Cl)c1 | -1 | -2% | 2% | 5% | -5% | 1% | -1% | 5% | -6 | -23% | 0.1%
7 | CCOC(=O)N(Cc1ccccc1)C(C(=O)O)C(C(=O)O)N(Cc1ccccc1)C(=O)OCC (stereo unspecified) | 0 | -9% | 6% | -3% | 5% | ? | 7% | -2% | -2 | 33% | 4.0%
8 | Cc1nn(Cc2ccccc2)c(C)c1NC(=O)CSc1nc(C2CC2)nc2c1cnn2-c1ccccc1 | 3 | 3% | 3% | -6% | -2% | -9% | -2% | ? | -5 | -5% | -0.3%
9 | O=c1c2ccccc2ncn1/N=C/c1ccccc1 | 1 | -4% | -2% | / | 12% | ? | -1% | 12% | -9 | 19% | -0.1%
10 | COC(=O)c1cccc(NC(=O)c2nn(C(C)C)c(=O)c3ccccc23)c1 | 1 | -5% | 0% | -6% | 3% | -8% | 1% | 6% | -4 | -19% | -0.2%
11 | O=C(NNC1=NCCC1)c1cccc(S(=O)(=O)N2CCOCC2)c1 | -3 | 0% | -17% | -9% | -4% | 11% | 1% | -1% | 9 | 3% | -0.2%
12 | Cc1nnc(NC(=O)CN2CC(C)OC(C)C2)s1 (stereo unspecified) | 3 | 0% | -1% | 0%[11.5 µM] | 5% | 1% | -3% | -3% | 2 | -9% | -2.9%

Next results:
no. | structure | Coupling enz | TSG101-PTAP inh | Tb PFK inh | PKM2 act | GALK inhibitor | BCR signal inh | S-ASM inh | Menin-MLL TR inh | Giardia killer | Integrin act MD | B2AR arrestin
13 | CC1(C(=O)O)CC(C)(C(=O)O)CC(C)(C(=O)O)C1 (stereo unspecified) | -2 | -1% | 1% | -11% | 2% | ? | 4% | 18% | 8 | 8% | -0.8%
14 | CCCCOc1cccc(C2C(C(=O)c3cccs3)=C(O)C(=O)N2Cc2cccnc2)c1 (stereo unspecified) | 13 | 1% | -4% | 24% | 1% | 3% | 0% | 4% | -18 | 12% | -1.4%
15 | COc1ccc(OC)c(NC(=O)CSC2=NCCS2)c1 | 0 | -2% | 18% | 0% | 0% | -11% | 1% | 24% | -21 | 7% | -0.3%
16 | O=c1oc2ccccc2cc1-c1ccc(O)cc1O | 0 | -4% | 25% | 1% | 0% | 0% | -3% | 3% | -11 | -10% | -0.2%
17 | COc1ccc(/[N+]([O-])=C/c2ccco2)cc1 | / | -1% | -1% | / | / | 1% | 0% | / | -4 | 7% | 0.1%
18 | O=C(O)C(=O)/C(=C\c1cccc(Cl)c1)c1ccc2ccccc2n1 | -1 | -1% | -4% | -5% | -1% | ? | / | ? | 0 | 4% | -0.1%
19 | CNc1nc(C)c(C(=O)OCC(=O)OC)s1 | -5 | -5% | 0% | -14% | 2% | -5% | 4% | 4% | 5 | -5% | 0.1%
20 | Cc1cccc(NC(=S)N(CCCN2CCOCC2)C(C)c2cc3ccccc3o2)c1C (stereo unspecified) | 1 | -2% | 2% | -1% | 6% | -17% | 1% | -2% | 2 | 11% | 0.0%
21 | CCCN1C[C@H](CSC)C[C@@H]2c3cccc4[nH]cc(c34)C[C@H]21 | 1&-3 | 2% | 0% | -5% | 0% | -14% | 10% | -2% | -13 | / | -0.5%
22 | CCCCNC(=O)[C@@H]1CSC2c3ccccc3C(=O)N21 (stereo partly specified) | 2 | -3% | -1% | / | 2% | 3% | -15% | 1% | -14 | 14% | -0.5%
23 | COc1ccc(CN2CCNC(=O)C2CC(=O)N(C)CCc2cnn(C)c2)c(F)c1 (stereo unspecified) | -7 | -10% | -6% | / | 8% | 13% | 13% | -5% | 5 | 20% | -1.3%
24 | CN(c1cccc(NC(=O)c2ccccc2N(C)S(=O)(=O)c2ccccc2)c1)S(C)(=O)=O | 1 | -3% | 0% | 1% | 2% | 5% | 0% | -11% | 19 | -18% | -0.4%

Reprinted from the part before: two entries; new compounds follow.
no. | structure | Coupling enz | TSG101-PTAP inh | Tb PFK inh | PKM2 act | GALK inhibitor | BCR signal inh | S-ASM inh | Menin-MLL TR inh | Giardia killer | Integrin act MD | B2AR arrestin
23 | COc1ccc(CN2CCNC(=O)C2CC(=O)N(C)CCc2cnn(C)c2)c(F)c1 (stereo unspecified) | -7 | -10% | -6% | / | 8% | 13% | 13% | -5% | 5 | 20% | -1.3%
24 | CN(c1cccc(NC(=O)c2ccccc2N(C)S(=O)(=O)c2ccccc2)c1)S(C)(=O)=O | 1 | -3% | 0% | 1% | 2% | 5% | 0% | -11% | 19 | -18% | -0.4%
25 | CC1CN(C(=O)CCNC(=O)c2ccc(Br)cc2)CC(C)O1 (stereo unspecified) | / | -2% | 0% | / | / | -20% | -1% | / | 15 | -10% | -0.1%
26 | Cc1ccc(NC(=S)N(CCN2CCOCC2)Cc2ccccc2F)cc1 | -2 | 0% | -3% | -1% | 3% | ? | -2% | -16% | -3 | 7% | -0.4%
27 | CCOc1ccc(CCNC(=O)Cn2ncn3nc(-c4ccc(OC)cc4)cc3c2=O)cc1 | 1 | 1% | -2% | 0% | / | 1% | -1% | -2% | -15 | 12% | -0.3%
28 | CCOC(=O)c1ccc(COC(=O)CCc2nc(-c3ccccc3)c(-c3ccccc3)o2)cc1 | -11 | -8% | -1% | -11% | 1% | 8% | -7% | -13% | -4 | -25% | -0.8%
29 | O=C(Nc1cccnc1Cl)c1ccc(Cl)c([N+](=O)[O-])c1 | 1 | 0% | -3% | -11% | / | 0% | 1% | 1% | ? | -28% | -0.2%
30 | OC(c1ccc(Cl)cc1Cl)C(Cc1cccnc1)n1cncn1 (stereo unspecified) | -11 | -8% | -2% | -3% | 0% | -1% | 5% | -3% | -5 | -15% | -0.2%
31 | CN(C)C(CNC(=O)c1oc2ccccc2c1CSc1ncn[nH]1)c1ccco1 (stereo unspecified) | -2 | 1% | -3% | 3% | -1% | 7% | 19% | -6% | -2 | -5% | 0.5%
32 | COc1ccc(/C=C2\CCc3ccccc3C2=O)c(OC)c1OC | 0 | 1% | -7% | 8% | 5% | ? | -2% | -18% | -15 | -37% | -0.7%
33 | C=CCn1c(N)cc(=O)nc1SCC(=O)Nc1ccccc1C(N)=O | -2 | -1% | -19% | 4% | 0% | 8% | 3% | 25% | 1 | 17% | -0.7%
34 | CC(C)(C)NC(=O)/C=N/O | 3 | 0% | -6% | 9% | 0% | 2% | 2% | 0% | -2 | 10% | -0.3%
35 | CCC1CCC/C1=N\NC(=O)c1ccoc1C (stereo unspecified) | / | 0% | -5% | / | 0% | ? | 3% | / | -12 | -6% | -0.3%
36 | CCOC(=O)c1c(NC(=O)C2CCCN(S(=O)(=O)c3ccc(C)cc3)C2)sc2c1CCCC2 (stereo unspecified) | 3 | 0% | -6% | -3% | 1% | 1% | -2% | -3% | 4 | -22% | -0.4%

Taken from above.
TSG101-PTAP inh, `CCCN1C[C@H](CSC)C[C@@H]2c3cccc4[nH]cc(c34)C[C@H]21` → 2%
GALK inhibitor, `CC1(C(=O)O)CC(C)(C(=O)O)CC(C)(C(=O)O)C1` (stereo unspecified) → 2%
Tb PFK inh, `COc1ccc(OC)c(NC(=O)CSC2=NCCS2)c1` → 18%
BCR signal inh, `CN(C)C(CNC(=O)c1oc2ccccc2c1CSc1ncn[nH]1)c1ccco1` (stereo unspecified) → 7%

High-throughput results from PubChem.
